Screening data: PubChem, Sanford-Burnham Center for Chemical Genomics
ATG4B inhibitor – ATG4B protease inhibitors, primary screen, biochemical, fluorescence, uHTS; 0.51% of 340,000 active; Cysteine protease ATG4B (Homo sapiens), Q9Y4P1; ATG4B cleavage of LC3-PLA2, NBD-HPC fluorescence, 1 h; AID 504462, 2011; inhibition, % at 8.33 µM; in the data active = inhibition above about 40%
Target sequence (Q9Y4P1 whole entry, looked up): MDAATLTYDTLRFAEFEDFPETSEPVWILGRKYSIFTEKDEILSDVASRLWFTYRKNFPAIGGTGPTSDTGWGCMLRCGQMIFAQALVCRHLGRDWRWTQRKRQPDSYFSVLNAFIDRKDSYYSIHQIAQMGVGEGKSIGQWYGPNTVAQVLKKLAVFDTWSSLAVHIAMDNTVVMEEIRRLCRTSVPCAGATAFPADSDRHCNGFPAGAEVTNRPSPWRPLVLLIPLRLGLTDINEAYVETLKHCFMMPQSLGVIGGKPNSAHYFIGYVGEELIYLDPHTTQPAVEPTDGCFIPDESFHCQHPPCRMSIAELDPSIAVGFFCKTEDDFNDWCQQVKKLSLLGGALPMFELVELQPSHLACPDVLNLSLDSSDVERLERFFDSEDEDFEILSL
hIAP block – human IAP inhibitors, primary screen, biochemical, luminescence, uHTS | Intestinal-type alkaline phosphatase (Homo sapiens), P09923 | purified IAP, CDP-Star luminescence, 30 min | inhibition, % at 10 µM | 0.12% of 330,000 active;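 active = inhibition reaching a set limit with compound at 10 µM in the primary screen, cut at about 35% in these data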;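 note: plate controls were DMSO wells with enzyme for no effect and no-enzyme buffer wells for full effect; values of inactives mirror those of a sister screen read the other way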
Target sequence (P09923 whole entry, looked up): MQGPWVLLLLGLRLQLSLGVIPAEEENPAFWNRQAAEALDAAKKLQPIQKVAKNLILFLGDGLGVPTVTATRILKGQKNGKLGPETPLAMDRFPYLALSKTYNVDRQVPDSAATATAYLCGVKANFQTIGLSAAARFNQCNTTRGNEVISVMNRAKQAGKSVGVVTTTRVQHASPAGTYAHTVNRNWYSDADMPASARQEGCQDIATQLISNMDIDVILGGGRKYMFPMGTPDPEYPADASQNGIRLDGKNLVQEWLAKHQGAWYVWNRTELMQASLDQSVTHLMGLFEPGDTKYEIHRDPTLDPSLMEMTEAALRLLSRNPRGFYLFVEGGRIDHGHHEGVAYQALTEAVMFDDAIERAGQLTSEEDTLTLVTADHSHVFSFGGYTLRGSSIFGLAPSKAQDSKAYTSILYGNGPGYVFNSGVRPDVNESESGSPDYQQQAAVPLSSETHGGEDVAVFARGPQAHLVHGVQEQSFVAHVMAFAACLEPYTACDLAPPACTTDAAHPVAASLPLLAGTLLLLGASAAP
beta cell repl – inducers of MIN6 beta-cell proliferation, primary screen, ATP luminescence, uHTS; MIN6 cells proliferation, ATPlite luminescence, 48 h; cells starved in 0.2% serum; 100% = growth in 10% serum; proliferation, % at 10 µM; 0.29% of 330,000 active; AID 2380, 2010;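 active = compounds whose signal lies at least 3.5 SD above the mean of all wells on their plate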;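 note: 0% = DMSO-treated cells in low-serum medium and 100% = 10% serum control; some compounds called inactive have numbers as strong as hits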
APOBEC3G inh – APOBEC3G DNA deaminase inhibitors, primary screen, biochemical, fluorescence, single-stranded DNA substrate, uHTS. DNA dC->dU-editing enzyme APOBEC-3G (Homo sapiens), Q9HC16. recombinant A3G, ssDNA deamination FAM/TAMRA fluorescence. inhibition, % at 20 µM. 0.28% of 330,000 active;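 active = inhibition of at least 40% at 20 µM, with no more than 30% in the related APOBEC3A deaminase screen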;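 note: plate controls were DMSO wells with A3G for no effect and wells lacking A3G enzyme for full effect; some compounds called inactive have numbers as strong as hits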
MPTP block – mitochondrial permeability transition pore inhibitors, primary screen, biochemical, isolated mouse mitochondria, absorbance; Ca2+ swelling absorbance, 30 min; inhibition, % at 10 µM; 1.4% of 360,000 active;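 active = inhibition of 50% or more, scaled per plate between neutral and stimulator controls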;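 note: 0% = DMSO wells given calcium and 100% = 1 mM EGTA wells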
A3A deaminase – APOBEC3A ssDNA deaminase inhibitors, primary screen, selectivity assay for APOBEC3G inhibitor project, biochemical, FAM/TAMRA oligo cleavage fluorescence; 0.41% of 330,000 active; DNA dC->dU-editing enzyme APOBEC-3A (Homo sapiens), P31941; inhibition, % at 20 µM; recombinant A3A, FAM/TAMRA ssDNA deamination fluorescence; AID 493011, 2011;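 active = at least 40% inhibition at 20 µM here, with at most 30% in a related deaminase screen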;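 note: plate controls were A3A with DMSO for no effect and wells lacking A3A enzyme for full effect; some results filed as inactive read as strong as hits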
mIAP activ – activators of mouse IAP, primary screen, biochemical, luminescence, uHTS; AID 2805, 2010; muIAP, CDP-Star luminescence, 30 min; stronger effect = higher value; 1 = vehicle-only enzyme signal, 0 = enzyme-free wells; 0.24% of 330,000 active; activation factor at 10 µM; intestinal alkaline phosphatase [Mus musculus];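 active = activation factor of at least 2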; note: the source names both 10 and 20 µM as test concentration; values of inactives mirror those of a sister screen read the other way
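System: Mouse IAP enzyme | Also added: CDP-Star substrate | Dosing: Compounds dispensed in DMSO | Schedule: 30 min enzyme-substrate-compound incubation at room temperature | Technique: Chemiluminescence readout | Control set: DMSO-only wells and no-enzyme negative control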
mIAP block – inhibitors of mouse IAP, primary screen, biochemical, luminescence, uHTS; purified mouse IAP, CDP-Star luminescence, 30 min; inhibition, % at 10 µM; intestinal alkaline phosphatase [Mus musculus]; 0.2% of 330,000 active;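 active = inhibition of at least 40% at 10 µM in the primary screen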;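 note: plate controls were DMSO with enzyme for no effect and no enzyme wells for full effect; values of inactives mirror those of a sister screen read the other way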
hIAP act – human IAP activators, primary screen, biochemical, luminescence, uHTS | Intestinal-type alkaline phosphatase (Homo sapiens), P09923 | purified human IAP, CDP-Star luminescence, 30 min; stronger effect = higher value; 1 = vehicle-only enzyme, 0 = enzyme-free background | activation factor at 10 µM | 0.16% of 330,000 active;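 active = activation factor of the enzyme at least 2-fold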; note: the source names both 10 and 20 µM as test concentration; values of inactives mirror those of a sister screen read the other way
Starred values were filed as active, the others as inactive. Not a hit list (roughly 3.3% active in at least one column).

molecule | ATG4B inhibitor | hIAP block | beta cell repl | APOBEC3G inh | MPTP block | A3A deaminase | mIAP activ | mIAP block | hIAP act
CCOc1ccc(CN2CCN(C/C=C/c3ccc(OC)cc3)CC2CCO)cc1 (configuration not stated) | -12 | 8 | -3 | 15 | -1.4 | -1 | 0.99 | 1 | 0.92
O=C(Nc1cccc2ccccc12)c1cccc(F)c1 | -3 | 1 | -2 | -7 | -0.1 | -3 | 1.1 | -5 | 0.99
CCN(CC)C(=O)NC1CCCCCCC1 | 5 | -20 | -3 | -4 | 0.6 | -4 | 1 | -2 | 1.2
Cc1cccc(C(=O)NC(=S)Nc2ccccc2C(=O)O)c1 | 0 | -8 | 4 | 1 | -2.4 | 0 | 0.94 | 6 | 1.1
CCN(C(=O)COc1ccc(N(C)S(=O)(=O)c2ccc(NC(C)=O)cc2)cc1)C1CCCCC1 | -13 | -5 | -6 | 17 | -1.9 | 12 | 1.1 | -12 | 1
CCNC(=S)NNC(=O)c1cccn(Cc2ccc(Cl)cc2Cl)c1=O | -3 | -72 | -3 | -5 | -0.5 | -2 | 0.89 | 11 | 1.7
Cc1ccc(S(=O)(=O)NC(C)(C)CSc2nncn2C)cc1 | -5 | 4 | -4 | 1 | -0.5 | 10 | 1.1 | -6 | 0.96
O=C(Cn1ccc([N+](=O)[O-])n1)NCc1nc2ccccc2[nH]1 | -5 | -5 | -2 | -7 | 5.5 | -6 | 1.1 | -8 | 1.1
O=C(CCCSc1ccccc1)Nc1ccc(Cl)c(S(=O)(=O)N2CCOCC2)c1 | -14 | -3 | -7 | -2 | 12 | 3 | 1.1 | -7 | 1
Cc1ccc(CN2C(=O)N/C(=C\c3cccn3-c3cccc(C(=O)O)c3)C2=O)cc1 | 7 | 23 | -1 | 27 | 0.8 | 79* | 0.98 | 2 | 0.77
CN(C(=O)c1ccc(NC(=O)C2CCCN(C(=O)OC(C)(C)C)C2)cc1)C1CCCC1 (configuration not stated) | -12 | 23 | -3 | -4 | -0.5 | -4 | 0.99 | 1 | 0.77
CCOC(=O)C1CCN(S(=O)(=O)c2csc(C(N)=O)c2)CC1 | 13 | 8 | 0 | -1 | 1.0 | 1 | 1 | -2 | 0.92
CC(C)CC(C)NNC(=O)c1cc2ccccc2[nH]1 (configuration not stated) | -2 | -3 | 1 | -5 | -0.5 | -3 | 1.1 | -8 | 1
O=C(NCC1CCOCC1)c1cc(COc2cccc(C(F)(F)F)c2)on1 | 4 | -7 | 0 | 0 | 0.0 | 1 | 0.88 | 12 | 1.1
CCn1c(COc2cccc(C)c2)nnc1SCC(=O)N1CCCC1 | -7 | -3 | 0 | -3 | 2.0 | -3 | 0.9 | 10 | 1
C/C(CC(=O)NC12CC3CC(CC(C3)C1)C2)=N\NC(=O)c1cnccn1 | -2 | -8 | 0 | -3 | -0.8 | 3 | 1 | -2 | 1.1
CC1(C(=O)O)CCC(C(=O)Nc2ccc(Cl)c(Cl)c2)C1(C)C (configuration not stated) | -1 | -1 | -5 | 8 | 3.1 | 11 | 0.94 | 6 | 1
CC(=O)c1c(C)nc2ccc(Br)cc2c1C(=O)O | -9 | 12 | 0 | -5 | -0.9 | -3 | 1.1 | -11 | 0.88
CNc1cc(F)nc(F)n1 | 4 | -7 | 0 | -4 | -0.8 | 3 | 0.98 | 2 | 1.1
CCN(CC)CCn1c(=S)[nH]c2ncccc2c1=O | -3 | 8 | -1 | 7 | -1.5 | 4 | 1 | -2 | 0.92
CCc1cccc(C)c1NC(=O)CC1Oc2ccc(C)cc2NC1=O (configuration not stated) | 7 | -12 | -4 | 2 | 0.9 | -6 | 1.1 | -11 | 1.1
CCCN1CCN(C(=O)c2cn(CC(C)C)c(=O)c3cc(OC)c(OC)cc23)CC1 | -4 | 3 | 1 | -3 | -2.4 | -3 | 0.98 | 2 | 0.97
O=C(CN1C(=O)NC2(CCCCCC2)C1=O)c1ccc(Cl)cc1 | 0 | -1 | -4 | -2 | 0.1 | 0 | 1 | -1 | 1
CN(CCN1CCOCC1)Cc1nc(-c2ccc(Cl)cc2)no1 | 4 | -7 | 1 | -1 | 0.4 | 2 | 1.1 | -5 | 1.1
O=C(CNc1cccc(S(=O)(=O)N2CCOCC2)c1)N1CCc2ccccc21 | -10 | -2 | -3 | -5 | 1.8 | 17 | 1 | -2 | 1
CC(=O)N1c2ccc(S(=O)(=O)N3CCCC3)cc2CC1C(=O)Nc1cc(C)cc(C)c1 (configuration not stated) | -10 | -31 | 1 | 7 | -1.2 | 4 | 1.3 | -25 | 1.3
O=C(NCc1ccc2c(c1)OCO2)C1CC(=O)N(c2ccc(F)cc2)C1 (configuration not stated) | -13 | 12 | 4 | -1 | 0.3 | 0 | 0.99 | 0 | 0.88
Cc1nn(C)c(C)c1S(=O)(=O)N1CCC(CO)(Cc2ccc(Cl)cc2)CC1 | -5 | 4 | 0 | 2 | -0.1 | 2 | 0.88 | 12 | 0.96
COc1ccc(C/C(=N\O)c2ccc(OC)cc2)cc1 | -16 | 2 | 0 | 0 | 2.4 | 2 | 0.91 | 9 | 0.98
NC(=NCCc1c[nH]c2ccccc12)NC(=O)c1ccc(F)cc1 | -21 | 2 | -3 | 5 | 2.1 | 0 | 1.1 | -8 | 0.98
O=C(Nc1ccc(Cl)cc1N1CCOCC1)C1CCCCC1 | 3 | -46 | -3 | -5 | 0.0 | -1 | 0.95 | 5 | 1.5
Cc1ccc(-n2c(Cc3cccs3)nnc2SCC(=O)Nc2ccc(F)c(F)c2)cc1 | 28 | 5 | -1 | -5 | 0.0 | -1 | 0.94 | 6 | 0.95
O=S(=O)(NCC1CCCO1)c1ccc2c(c1)OCCO2 (configuration not stated) | -15 | -3 | 2 | -3 | -1.3 | 0 | 0.98 | 2 | 1
Cc1ccc(C(=O)N(C)CC(=O)Nc2ccc(F)c(F)c2F)o1 | 1 | -30 | -2 | -7 | 2.5 | -6 | 1.2 | -17 | 1.3
O=C(Nc1ncnc2sc3c(c12)CCC3)c1ccco1 | -2 | 0 | 1 | -5 | -0.9 | -2 | 0.95 | 5 | 1
CCN(CC)C(=O)c1ccc(COc2ccccc2Br)o1 | -2 | 1 | -4 | 2 | 12 | 3 | 1 | -1 | 0.99
Cn1c(SCC(=O)Nc2cc(S(=O)(=O)N3CCOCC3)ccc2N2CCOCC2)nnc1-c1ccncc1 | 10 | 6 | -4 | -12 | 0.4 | 0 | 1 | -2 | 0.94
CNC(=O)NC(=O)CSc1nnc(-c2ccco2)n1Cc1ccccc1 | -16 | -3 | 0 | 1 | -0.8 | 1 | 0.98 | 2 | 1
Nc1nc(Cl)cc(N2CCC(c3cc(-c4ccc(Cl)cc4Cl)n[nH]3)CC2)n1 | 6 | 11 | -6 | -9 | 64* | 2 | 0.95 | 5 | 0.89
Cc1ccc(CNC(=O)C(NS(=O)(=O)c2ccc3nc(C)sc3c2)C(C)C)cc1 (configuration not stated) | -9 | -7 | 2 | -6 | -1.3 | -5 | 1 | -2 | 1.1

Reformatted as labelled records: entries from further up.
> COc1ccc(C/C(=N\O)c2ccc(OC)cc2)cc1
  ATG4B inhibitor: -16
  hIAP block: 2
  beta cell repl: 0
  APOBEC3G inh: 0
  MPTP block: 2.4
  A3A deaminase: 2
  mIAP activ: 0.91
  mIAP block: 9
  hIAP act: 0.98

> CCc1cccc(C)c1NC(=O)CC1Oc2ccc(C)cc2NC1=O (configuration not stated)
  ATG4B inhibitor: 7
  hIAP block: -12
  beta cell repl: -4
  APOBEC3G inh: 2
  MPTP block: 0.9
  A3A deaminase: -6
  mIAP activ: 1.1
  mIAP block: -11
  hIAP act: 1.1

> Cc1ccc(CNC(=O)C(NS(=O)(=O)c2ccc3nc(C)sc3c2)C(C)C)cc1 (configuration not stated)
  ATG4B inhibitor: -9
  hIAP block: -7
  beta cell repl: 2
  APOBEC3G inh: -6
  MPTP block: -1.3
  A3A deaminase: -5
  mIAP activ: 1
  mIAP block: -2
  hIAP act: 1.1

> O=C(NCc1ccc2c(c1)OCO2)C1CC(=O)N(c2ccc(F)cc2)C1 (configuration not stated)
  ATG4B inhibitor: -13
  hIAP block: 12
  beta cell repl: 4
  APOBEC3G inh: -1
  MPTP block: 0.3
  A3A deaminase: 0
  mIAP activ: 0.99
  mIAP block: 0
  hIAP act: 0.88

Nothing new here: 2 of the compounds above.
molecule | ATG4B inhibitor | hIAP block | beta cell repl | APOBEC3G inh | MPTP block | A3A deaminase | mIAP activ | mIAP block | hIAP act
CCc1cccc(C)c1NC(=O)CC1Oc2ccc(C)cc2NC1=O (configuration not stated) | 7 | -12 | -4 | 2 | 0.9 | -6 | 1.1 | -11 | 1.1
CCCN1CCN(C(=O)c2cn(CC(C)C)c(=O)c3cc(OC)c(OC)cc23)CC1 | -4 | 3 | 1 | -3 | -2.4 | -3 | 0.98 | 2 | 0.97

Additional results.
molecule | ATG4B inhibitor | hIAP block | beta cell repl | APOBEC3G inh | MPTP block | A3A deaminase | mIAP activ | mIAP block | hIAP act
COC(=O)CNC(=O)COC(=O)/C=C/c1ccccc1[N+](=O)[O-] | -1 | 10 | 2 | -5 | -0.5 | 12 | 1 | 0 | 0.9
CCOC(=O)Nc1ccc2c(c1)Nc1ccccc1S2 | 8 | 2 | -6 | -4 | 12 | -9 | 0.97 | 3 | 0.98
CCCc1nn2c(=O)c(C(c3ccc(C)cc3)c3c(O)nc4sc(CCC)nn4c3=O)c(O)nc2s1 | -10 | 16 | 1 | 2 | -1.4 | 8 | 1 | -1 | 0.84
COCCn1c(SCC(=O)NC2CCCCC2C)nnc1-c1ccncc1 (configuration not stated) | 2 | 0 | -2 | 0 | 0.1 | 2 | 0.96 | 4 | 1
CCOC(=O)Cc1c(C)nc(N)[nH]c1=O | 3 | -8 | -3 | -3 | -0.7 | 4 | 1 | -4 | 1.1
CCOc1ccc(NS(=O)(=O)c2ccc(C(=O)N3CCCC(C)C3)cc2)cc1 (configuration not stated) | -9 | 6 | -4 | -2 | 44 | 1 | 0.97 | 3 | 0.94
COc1ccnc2c1c(=O)n(Cc1ccc(Cl)cc1)c(=O)n2C | -5 | -2 | -2 | 2 | 0.4 | -1 | 1 | -1 | 1
CC(=O)N1c2ccc(S(=O)(=O)N3CCC(C(=O)Nc4ncccc4C)CC3)cc2CC1C (configuration not stated) | 4 | 5 | 3 | 6 | 1.8 | 3 | 1 | -3 | 0.95
Cc1nc(SC(C)C(=O)NCc2ccc3c(c2)OCO3)nc(C)c1C (configuration not stated) | 0 | -19 | 3 | -5 | 0.8 | 4 | 0.98 | 2 | 1.2

Part of the list above, reduced to ATG4B inhibitor and hIAP block:
structure	ATG4B inhibitor	hIAP block
CCOC(=O)Nc1ccc2c(c1)Nc1ccccc1S2	8	2
CC(=O)N1c2ccc(S(=O)(=O)N3CCC(C(=O)Nc4ncccc4C)CC3)cc2CC1C (configuration not stated)	4	5
